# M. tuberculosis HTS: M. tuberculosis growth inhibition, HTS (AID 449762); 330,000 tested, 0.59% active; M. tuberculosis H37Rv growth inhibition, 7H9 media; higher % means a stronger effect; inhibition, % at 25 µM; hits with a dose series show IC50 in µM; in the data active = a potency from the dose series; inconclusive = inhibition above about 70% without an active follow-up result;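 also: bacterial growth assessed after seven days of incubation; strong numbers were not always called active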
# influenza NS1A: H1N1 influenza NS1A inhibitors, functional cell based assay (AID 504329); 340,000 tested, 0.3% active; inhibition, % at 12.5 µM; hits with a dose series show IC50 in µM; NS1A functional cell-based assay, percent inhibition; higher % means a stronger effect; in the data active = a potency from the dose series; inconclusive = inhibition above about 27% without an active follow-up result; also: strong numbers were not always called active
# inhibitors of VEEV: inhibitors of VEEV TC-83 cytopathic effect, confirmation, Vero cells (AID 588727). one-dose inhibition, % at 20 µM; IC50 in µM for titrated hits. 350,000 tested, 0.13% active. Vero cells, VEEV TC-83 cytopathic effect inhibition; higher % means a stronger effect; in the data active = a potency from the dose series; inconclusive = inhibition mostly from about 14% at the one dose, without a potency; inactive = the rest, 99 in 100 with inhibition below about 12%; also: strong numbers were not always called active
# M. tuberculosis: growth inhibition of non-replicating M. tuberculosis (AID 488890); Mycobacterium tuberculosis non-replicating, growth inhibition; higher % means a stronger effect; inhibition, % at 25 µM; hits with a dose series show IC50 in µM; 320,000 tested, 0.39% active; in the data active = a potency from the dose series; inconclusive = inhibition mostly from about 82% at the one dose, without a potency; inactive = the rest, 99 in 100 with inhibition below about 76%;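 also: plate controls were DMSO cells for no effect and high antibiotic wells for full effect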
# PhoP GFP inhibition: PhoP regulon inhibitors, Salmonella typhi PhoP promoter GFP reporter, confirmatory (AID 1850) | Salmonella Typhi PhoP-promoter GFP reporter, fluorescence, 4 h; higher % means a stronger effect | inhibition, % at 50 µM; hits with a dose series show IC50 in µM | 310,000 tested, 0.33% active; in the data active = a potency from the dose series; inconclusive = inhibition mostly from about 25% at the one dose, without a potency; inactive = the rest, 99 in 100 with inhibition below about 19%;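 also: 0% = induced wells with vehicle and 100% = uninduced wells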
# inhibitors of VEEV 10K pilot screen: also measured in inhibitors of VEEV; calls as there; inhibition, %; measured here: 10K pilot screen inhibition
# * marks the source's active call; other numbers are inactive results; i = inactive; u = inconclusive; x = not tested or not shown.
SMILES,M. tuberculosis HTS,influenza NS1A,inhibitors of VEEV,M. tuberculosis,PhoP GFP inhibition,others
Cc1c(C#N)c2ncnc(N)c2n1-c1ccccc1,5%,0%,1.9%,6%,-11%,
O=C(/C=N/O)Nc1cccnc1,-10%,-2%,2.2%,-13%,-8%,
Nc1ncnc2c1ncn2[C@@H]1O[C@H](CNC(=O)[C@H]2CCC(=O)N2)[C@@H](O)[C@H]1O,x,-5%,i,x,x,
CC1(C(=O)NC(=S)N(CCC#N)c2ccccc2)CC1(Cl)Cl (configuration not stated),-1%,2%,i,-1%,1%,inhibitors of VEEV 10K pilot screen=1.3
CN(C)c1ccc(N/C=C/C(=O)c2ccc(F)cc2)cc1,4%,20%,3.0%,44%,-4%,
CN(C)c1cccc(NC(=O)C2(C)CC2(Cl)Cl)c1 (configuration not stated),5%,-2%,i,0%,1%,
CCn1c(SCC(=O)NNC(=O)c2ccc(C)cc2)nnc1C(C)C,-4%,6%,3.0%,1%,10%,
Cc1noc(C)c1S(=O)(=O)Nc1ccc(C#N)cc1,-29%,27%,0.2%,9%,-12%,
CCc1ccc(NS(=O)(=O)c2cccc3nonc23)cc1,48%,-5%,3.6%,5%,-6%,
COc1cccc(C(=O)OCC(=O)NCCC2=CCCCC2)c1,-1%,4%,0.1%,56%,x,
CN1C(=O)c2ccccc2OC1(C)Cc1ccccc1 (configuration not stated),-3%,-7%,0.1%,-5%,11%,
CCCCOc1ccc(C(=O)NCC(=O)N2CC(C)OC(C)C2)cc1 (configuration not stated),x,-5%,i,x,x,
COc1cccc(NC2=NCCCS2)c1,4%,1%,i,-8%,-4%,
CC(Cc1ccccc1)C(=O)NCc1ccncc1 (configuration not stated),-5%,4%,0.1%,-36%,10%,inhibitors of VEEV 10K pilot screen=0.2
COc1ccc(OCC(=O)Nc2cc(-c3nn(C)c(=O)c4ccccc34)ccc2N2CCOCC2)cc1,7%,7%,7.6%,-8%,13%,
Cc1csc(NC(=O)C2=COCCO2)n1,1%,1%,1.3%,-8%,11%,
CC(NC(=O)CN1CCN(Cc2ccc(Cl)cc2)C1=O)c1ccc2c(c1)OCCO2 (configuration not stated),-3%,1%,4.4%,14%,x,
O=C1NC[C@H](Cc2ccccc2)N(C[C@H]2CCCN2C[C@H](Cc2ccccc2)N2C[C@H](Cc3ccc(O)cc3)N(CC3CCCCCC3)C(=O)C2=O)C1=O,x,-5%,1.1%,x,x,
O=C(O)/C=C\C(=O)NCc1cccnc1,-2%,7%,0.3%,0%,-4%,
Cc1c(C(=O)N2CCN(Cc3ccccc3)CC2)sc2ncnc(N3CCOCC3)c12,2%,-6%,i,1%,24%,
O=C(CCn1c(=O)oc2ccccc21)NCc1ccc2c(c1)OCO2,1%,-10%,0.1%,-17%,-3%,
CCN(CC)S(=O)(=O)c1ccc(N2CCOCC2)c(NS(=O)(=O)c2ccc(C)cc2)c1,-6%,-3%,0.6%,0%,-6%,
Cc1ccccc1-n1c(-c2ccc(Br)o2)n[nH]c1=S,-9%,0%,1.7%,-17%,-14%,
CCc1ccc2c(c1)/C(=N/N(C)C(=S)NC)C(=O)N2,-3%,24%,1.8%,-7%,1%,
Cc1ccc(NC(=O)CSCC(=O)Nc2ccccc2N2CCCC2)cc1,-4%,2%,0.1%,25%,-3%,
CCOC(=O)c1c(C)nc2c(c1-c1cc(OC)ccc1OC)C(=O)CC(C)(C)C2,7%,-19%,i,-12%,1%,
CC(C)NC(=O)Nc1cccc2c1O[C@H](CN(C)C(=O)Nc1ccccc1)[C@@H](C)CN([C@H](C)CO)C2=O,-4%,12%,0.3%,9%,x,
CC1(C)SCC(C(=O)O)NC1=O (configuration not stated),-5%,-4%,0.7%,-25%,8%,
Cc1ccc(S(=O)(=O)c2nc(-c3ccco3)oc2SCC(=O)NCC2CCCO2)cc1 (configuration not stated),4%,-9%,0.7%,9%,-11%,
Cc1ccc(OCC(=O)N2CCN(C(=O)c3cccnc3)CC2)cc1,-5%,18%,i,6%,-6%,inhibitors of VEEV 10K pilot screen=0.6
NS(=O)(=O)c1ccc(CCNCc2cc(Br)ccc2OCc2ccccc2)cc1,1%,5%,0.8%,x,5%,
Cc1ccc(NC(=O)c2cccnc2)cc1S(=O)(=O)N(C)C,-4%,9%,2.3%,-1%,12%,
Clc1ccc(CCNc2nc3ccccc3n3nnnc23)cc1,-2%,2%,1.2%,x,-2%,
CCOc1ccc(N2C(=O)CC(N3CCOCC3)C2=O)cc1 (configuration not stated),-10%,12%,i,6%,-13%,
COc1cc2[nH]c(=O)c(C(=O)NCCCN3CCCCC3)c(O)c2cc1OC,0%,9%,2.4%,6%,4%,
CC(CCc1ccccc1)NC(=O)c1ccc(-n2cncn2)c([N+](=O)[O-])c1 (configuration not stated),-17%,-7%,3.2%,-3%,-1%,
COc1ccc(OCC(=O)N/N=C(\C)CC(=O)Nc2ccc(OC)cc2[N+](=O)[O-])cc1,-5%,-16%,2.0%,0%,-1%,
N#Cc1ccc(C(=O)NN2C(=O)NC3(CCCCC3)C2=O)cc1,x,6%,0.6%,x,x,
Cc1cc(C)cc(N(C(=O)Cn2nnc3ccccc32)C(C(=O)NCc2ccco2)c2ccncc2)c1 (configuration not stated),-1%,2%,0.9%,1%,-6%,
O=C(Nc1ccnn1C1CCN(C(=O)CCc2ccc(F)cc2)CC1)C1CCOC1 (configuration not stated),-5%,20%,i,6%,7%,

# As a short view, four of the compounds above:
SMILES,M. tuberculosis HTS,influenza NS1A,inhibitors of VEEV,M. tuberculosis,PhoP GFP inhibition,others
COc1ccc(OCC(=O)N/N=C(\C)CC(=O)Nc2ccc(OC)cc2[N+](=O)[O-])cc1,-5%,-16%,2.0%,0%,-1%,
N#Cc1ccc(C(=O)NN2C(=O)NC3(CCCCC3)C2=O)cc1,x,6%,0.6%,x,x,
Cc1cc(C)cc(N(C(=O)Cn2nnc3ccccc32)C(C(=O)NCc2ccco2)c2ccncc2)c1 (configuration not stated),-1%,2%,0.9%,1%,-6%,
O=C(Nc1ccnn1C1CCN(C(=O)CCc2ccc(F)cc2)CC1)C1CCOC1 (configuration not stated),-5%,20%,i,6%,7%,

# (listing goes on)
SMILES,M. tuberculosis HTS,influenza NS1A,inhibitors of VEEV,M. tuberculosis,PhoP GFP inhibition,others
COc1ccccc1C(=O)NCCc1nc2ccccc2n1C,-2%,10%,3.4%,5%,-13%,
Cc1ccc(N2C(=O)c3ccccc3C2C(=O)c2ccc(O)cc2O)cc1 (configuration not stated),12%,12%,i,-16%,-3%,
Cc1ccc(C)c(S(=O)(=O)N2CCCOC2CNC(=O)C(=O)NCc2ccncc2)c1 (configuration not stated),-2%,-4%,1.0%,0%,0%,
CCOC(=O)CC1C(=O)NCCN1S(=O)(=O)c1ccccc1 (configuration not stated),1%,-14%,i,17%,3%,
COC(=O)c1ccc(CNC(=O)c2ccc3c(c2)NC(=O)CS3)cc1,-6%,-14%,0.8%,33%,x,
COc1cccc(CCNC(=O)c2cc(COc3c(F)cccc3F)on2)c1,15%,7%,1.4%,46%,-1%,
NS(=O)(=O)c1ccc(CCNC(=O)C2CCCCC2)cc1,-7%,-6%,i,-1%,1%,
CCOC(=O)c1cnc2cc(-c3ccc(C)cc3)nn2c1-c1ccccc1,-2%,-34%,2.3%,2%,-4%,
O=C(Nc1ccccc1)OCCOc1ccccc1Br,-1%,-2%,0.9%,9%,-1%,
Nc1nccnc1C(=O)OCC(=O)NCCc1ccc(Cl)cc1,1%,-8%,2.3%,1%,x,
O=C(NCc1nnc2c(C(F)(F)F)cc(Cl)cn12)c1ccc2c(c1)OCO2,3%,-1%,1.2%,4%,0%,
CN1CCN(/N=C/c2c3ccccc3c(Cl)c3ccccc23)CC1,78µM*,25µM*,2.1%,79%,75µM*,
O=C(NC1CC1)C1CSC(c2cccnc2)=N1 (configuration not stated),0%,-6%,2.2%,1%,-7%,
Cc1cc(NS(=O)(=O)c2ccc(NC(=O)c3cnc4scc(C)n4c3=O)cc2)nc(C)n1,-9%,6%,1.3%,-25%,-11%,
CCCCCCOC(=O)c1ccccc1NC(=O)/C=C/C(=O)O,12%,16%,5.0%,26%,-15%,inhibitors of VEEV 10K pilot screen=3.7
Cc1ccc(C(=O)NCCCNC(=O)COc2ccc(Cl)c(C)c2)cn1,1%,0%,i,-5%,3%,
COc1ccc(C(=O)N(C)c2c(C)n(C)n(-c3ccccc3)c2=O)cc1OC,-1%,-5%,0.5%,-7%,-5%,inhibitors of VEEV 10K pilot screen=0.4
COc1ccccc1S(=O)(=O)c1c(C)cc(C)[nH]c1=O,3%,-4%,0.1%,0%,-12%,
NC(=S)Nc1ccc2c(c1)OCO2,-2%,-9%,1.5%,20%,15%,
Cc1ccc(S(=O)(=O)/N=C(/c2ccccc2)N(C)C)c(C)c1,5%,-1%,i,-11%,-12%,

# An excerpt from above in order of formula weight, low to high.
SMILES,M. tuberculosis HTS,influenza NS1A,inhibitors of VEEV,M. tuberculosis,PhoP GFP inhibition,others
COc1ccccc1C(=O)NCCc1nc2ccccc2n1C,-2%,10%,3.4%,5%,-13%,
COc1cccc(C(=O)OCC(=O)NCCC2=CCCCC2)c1,-1%,4%,0.1%,56%,x,
CCn1c(SCC(=O)NNC(=O)c2ccc(C)cc2)nnc1C(C)C,-4%,6%,3.0%,1%,10%,
COc1cccc(CCNC(=O)c2cc(COc3c(F)cccc3F)on2)c1,15%,7%,1.4%,46%,-1%,
Cc1ccc(S(=O)(=O)c2nc(-c3ccco3)oc2SCC(=O)NCC2CCCO2)cc1 (configuration not stated),4%,-9%,0.7%,9%,-11%,

# New compounds follow:
SMILES,M. tuberculosis HTS,influenza NS1A,inhibitors of VEEV,M. tuberculosis,PhoP GFP inhibition,others
Clc1ccc(Oc2nc(N3CCOCC3)nc(N3CCOCC3)n2)cc1,-1%,-2%,1.0%,-18%,7%,
CN(C)C(=O)c1c(NC(=O)c2ccco2)sc2c1CCCCC2,-4%,-2%,4.2%,0%,-4%,
CC(CNC(=O)c1ccc(NC2=NC3CS(=O)(=O)CC3S2)cc1)c1ccccc1 (configuration not stated),-6%,0%,0.3%,-43%,2%,
Cc1nc2nc[nH]c2cc1Br,5%,-19%,2.5%,1%,-18%,
Cc1ccccc1OCC(=O)N/N=C/c1ccc([N+](=O)[O-])o1,u,-15%,i,78%,1%,
CCO[C@H]1OC(C(=O)Nc2ccccc2)=C[C@@H](c2ccc(C(F)(F)F)cc2)[C@@H]1CCCO,6%,6%,7.2%,8%,11%,
CN(C(=O)COC(=O)C(C)(C)Oc1ccc(Cl)cc1)c1c(N)n(Cc2ccccc2)c(=O)[nH]c1=O,4%,6%,5.1%,13%,-2%,
CCCn1c(=O)c2ccccc2n2c(=S)[nH]nc12,1%,-7%,i,-11%,-7%,
O=C(O)CC1C(=O)NCCN1CCCc1ccccc1 (configuration not stated),-6%,4%,i,x,-3%,
COc1ccccc1-n1c(SCC(=O)NC(C)(C)C)nnc1-c1ccco1,-3%,4%,1.2%,-2%,9%,
COc1ccc(N(C(=O)c2ccncc2)S(=O)(=O)c2ccc(Cl)cc2)cc1,3%,-1%,1.4%,7%,15%,
CC(=O)N1CCN(Cc2nc3scc(-c4ccccc4)c3c(=O)[nH]2)CC1,-12%,-6%,1.2%,0%,-8%,
Cc1nn(CC(=O)NCCCN2CCCCC2C)c(=O)c2cccn12 (configuration not stated),-3%,-2%,i,-1%,3%,
O=C(O)c1cc([N+](=O)[O-])ccc1Nc1ccccc1,-5%,-2%,0.6%,61%,-11%,
CC12CC(NC(=O)N1c1cccc(C(=O)N3CCCCC3)c1)c1ccccc1O2 (configuration not stated),4%,2%,4.2%,4%,2%,
CCN(c1cccc(C)c1)S(=O)(=O)c1cccc(C(=O)O)c1,-4%,5%,4.3%,-1%,7%,inhibitors of VEEV 10K pilot screen=3.1
CC(NC(=O)c1ccccc1F)c1nnc(SCC(=O)N2CCN(c3ccccc3)CC2)n1C (configuration not stated),-1%,-1%,0.1%,3%,1%,

# Random excerpt: five entries already listed
SMILES,M. tuberculosis HTS,influenza NS1A,inhibitors of VEEV,M. tuberculosis,PhoP GFP inhibition,others
CC(CNC(=O)c1ccc(NC2=NC3CS(=O)(=O)CC3S2)cc1)c1ccccc1 (configuration not stated),-6%,0%,0.3%,-43%,2%,
CCO[C@H]1OC(C(=O)Nc2ccccc2)=C[C@@H](c2ccc(C(F)(F)F)cc2)[C@@H]1CCCO,6%,6%,7.2%,8%,11%,
CC(NC(=O)c1ccccc1F)c1nnc(SCC(=O)N2CCN(c3ccccc3)CC2)n1C (configuration not stated),-1%,-1%,0.1%,3%,1%,
Clc1ccc(Oc2nc(N3CCOCC3)nc(N3CCOCC3)n2)cc1,-1%,-2%,1.0%,-18%,7%,
CC12CC(NC(=O)N1c1cccc(C(=O)N3CCCCC3)c1)c1ccccc1O2 (configuration not stated),4%,2%,4.2%,4%,2%,
